Source: PubChem BioAssay
MrgX1 antagonist: antagonists of human MrgX1 receptor. Q96LB2. MRGX1-HEK293 calcium flux, Fluo-4, BAM8-22 antagonism; stronger effect = lower value. B-score at 10 µM. 310,000 tested, 1.3% active;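 active means calcium-response B-score plate-corrected more than 3 library SD below zero, starting fluorescence within 5 deviations, no agonist response on first addition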;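 further: peak minus trough fluorescence over baseline after final BAM8-22 challenge near maximal dose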
Target sequence (Q96LB2 whole entry, looked up): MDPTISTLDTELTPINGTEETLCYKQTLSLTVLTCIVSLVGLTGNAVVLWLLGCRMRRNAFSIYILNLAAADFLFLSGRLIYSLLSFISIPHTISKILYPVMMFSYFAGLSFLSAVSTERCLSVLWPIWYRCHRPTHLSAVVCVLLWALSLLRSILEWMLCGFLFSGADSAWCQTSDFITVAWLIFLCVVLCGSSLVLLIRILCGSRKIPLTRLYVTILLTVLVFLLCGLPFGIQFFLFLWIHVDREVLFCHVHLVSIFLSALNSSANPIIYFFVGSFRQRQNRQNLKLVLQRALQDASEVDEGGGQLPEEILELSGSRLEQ
TRPC4 inh: TRPC4 (mouse) channel inhibition; Q9QUQ5; B-score at 10 µM; HEK293 TRPC4beta/mu-opioid, DAMGO-evoked Fluo4 calcium flux; stronger effect = lower value; 300,000 tested, 0.39% active;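 active means B-score over 3 SD under the library average, no early fluorescence shift, positive overall ratio signal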
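Test system – stable TRPC4beta/mu-opioid receptor HEK293 cells · Probe or stimulus – DAMGO, a submaximal dose followed by a maximal one · Dosing – one concentration per compound · Signal – Fluo4 calcium fluorescence by kinetic imaging, 5 s 1 Hz baseline · Evaluation – per-well B score of integrated baseline-normalized Fluo4 ratio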
TRPC6 activator: mouse TRPC6 channel activation; 310,000 tested, 0.13% active; Q61143; AID 2550; HEK293-TRPC6 membrane potential dye fluorescence; stronger effect = higher value; B-score at 10 µM;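 active means B-score of the integrated fluorescence ratio above library mean plus 3 SD, and starting fluorescence ratio within library mean plus 5 SD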;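 further: higher score means more depolarization so channel activation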
AI-2 QS mod: Vibrio harveyi AI-2 quorum sensing modulation; Vibrio harveyi JMH597 AI-2 luminescence/OD600 ratio, 9 h; stronger effect = lower value; strain lacks LuxN and CqsS sensors; 0 = neutral-control median; 300,000 tested, 0.4% active; AID 2094; activity change, % at 7.5 µM; in the data active means activity change below about -75%, passing the limit was not always enough;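 further: luminescence divided by OD600 gain over 9 h not by final OD600 alone; inactives centre near 13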
HIF activator: HIF pathway transcriptional activation. AID 1910. activation, % at 7.5 µM (by protocol). 300,000 tested, 0.32% active. U2OS HRE-luciferase reporter, luminescence; normalized: DMSO 0%, desferrioxamine 100%;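 active means mean activation of at least 10% of the iron chelator positive control signal, with at least half of replicates also reaching 10%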
MrgX1 ag: agonists of human MrgX1 receptor; MrgX1-HEK293 cells, Fluo-4 calcium fluorescence, agonist mode; stronger effect = higher value; 310,000 tested, 0.44% active; AID 588627; B-score at 10 µM; Q96LB2;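 active means calcium response B-score plate-corrected fluorescence ratio at least 3 library SD, with starting fluorescence B-score inside 5 SD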
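Material: MrgX1-expressing HEK293 cells / Dosing: compound as first of three additions / Incubation: overnight seeding, then 1 h dark dye loading / Signal: Fluo-4 NW calcium fluorescence / Evaluation: B-scored fluorescence response ratio / Benchmarks: positive and negative control wells on each plate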
TRPC6 inhibitor: mouse TRPC6 channel inhibition | B-score at 10 µM | Q61143 | AID 2553 | 310,000 tested, 1.1% active | HEK293-TRPC6, membrane potential dye, ACh-evoked depolarization; stronger effect = lower value;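 active means B-score under library mean minus 3 SD, initial fluorescence not abnormally high, positive integrated signal ratio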;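 further: B-score derived from integrated fluorescence ratio over the kinetic read; more negative B-score means stronger inhibition of depolarization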
MrgX1 allo act: human MrgX1 positive allosteric modulation, primary screen | Q96LB2 | B-score at 10 µM | MrgX1-HEK293, Fluo-4 calcium flux, FDSS; stronger effect = higher value | 310,000 tested, 0.63% active | AID 588675;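 active means plate-corrected calcium response at least 3 library SD above typical, normal starting fluorescence, not activating the receptor alone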;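 further: compound read alongside a low EC10 to EC30 dose of BAM8-22 agonist; peak minus trough fluorescence over baseline measured at the second addition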
TRPC4 act: opens the mouse TRPC4 cation channel; AID 2237; Q9QUQ5; 310,000 tested, 0.49% active; B-score at 10 µM; HEK293 TRPC4beta/mu-opioid, Fluo4 calcium fluorescence; stronger effect = higher value;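 active means B-score above 5 SD of library B-scores, and initial fluorescence ratio not above library mean plus 5 SD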;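 further: positive B-score marks a calcium rise read as TRPC4 activation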
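Assay system: HEK293 stable line with TRPC4beta plus mu-opioid receptor. Times: dye 45 min RT, read 110 s. Measured by: kinetic Fluo4 calcium fluorescence. Measure: B score of integrated ratio. Controls: assay buffer as low control, maximal DAMGO as high control.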
TRPC4 potent: allosterically enhances the mouse TRPC4 cation channel | B-score at 10 µM | HEK293 TRPC4beta/mu-opioid, DAMGO EC20, Fluo-4 Ca2+ flux; stronger effect = higher value | AID 2227 | 310,000 tested, 0.42% active | Q9QUQ5;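 active means B-score of calcium response area above 5 SD of library B-scores, with initial fluorescence ratio within 5 SD of library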;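 further: B-score of integrated fluorescence ratio over time as area under calcium response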
PolyA inh: yeast polyadenylation inhibition. 300,000 tested, 0.02% active. calls only at 12 µM. S. cerevisiae SKY197-pL101 polyadenylation reporter, beta-gal luminescence; efflux-impaired pdr1/pdr3 knockout yeast; score 100 = 6 SD above DMSO;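 active means lowest replicate activity score at least 50, where 100 means six control SD above control mean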;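 further: yeast exposed to compound for 9 h at 30 °C; higher score means more reporter readthrough which indicates perturbed polyadenylation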
Numbers without * were called inactive; i = inactive; / = not tested or not shown. These rows are one share of the data; the hit share may differ from the screen's.

SMILES	MrgX1 antagonist	TRPC4 inh	TRPC6 activator	AI-2 QS mod	HIF activator	MrgX1 ag	TRPC6 inhibitor	MrgX1 allo act	TRPC4 act	TRPC4 potent	PolyA inh
CCOC(=O)[C@@H]1[C@H]2COc3ccc(Br)cc3[C@@H]2N2C(=O)N(c3cccc(C)c3)C(=O)[C@]12C	i	i	i	38	0.7	i	i	i	i	i	i
O=C(c1ccccc1F)c1cn(CC(=O)N2CCCCC2)c2ccccc12	i	i	i	19	1.0	i	i	i	i	i	i
O=c1[nH]c(=O)n(Cc2ccccc2)c(O)c1C=NCCCO	i	i	i	25	0.3	i	i	i	i	i	i
Cc1ccccc1N1CCN(C2CCCN(C(=O)COc3ccccc3)C2)CC1 (centres undefined)	i	i	i	-3	-0.4	i	i	i	i	i	/
CC(C)C[C@H](NC(=O)[C@@H]1CCCN1C(=O)[C@@H](N)Cc1ccc(O)cc1)C(=O)NCC(N)=O	i	i	i	29	-0.2	i	i	i	53*	i	i
Cc1cccc(N2C(=O)NC(=O)/C(=C\c3ccc4c(c3)CCCN4Cc3ccccc3)C2=O)c1	i	i	i	22	-0.1	i	i	12*	i	i	i
COC(=O)C1=C(c2cc3ccccc3o2)C[C@@H]2CC[C@H]1N2C(=O)N1CCCC1	i	i	i	16	-0.2	i	i	i	i	i	i
Cn1c(=O)c2c(nc(N/N=C/c3c(O)n(-c4ccccc4)c(=S)[nH]c3=O)n2C)n(C)c1=O	i	i	i	23	-0.2	i	i	i	i	i	i
CN1C(=O)C(=Cc2ccc(SC3CCCCC3)o2)C(=O)N(C)C1=O	i	i	i	12	-0.3	i	i	i	i	i	i
CC(C)(C)c1ccc(CSc2cnn(C(C)(C)C)c(=O)c2Cl)cc1	i	i	i	11	-0.4	i	i	i	i	i	i
CNC(=O)Oc1ccc2c(c1)C(=O)c1ccccc1CO2	i	i	i	22	-1.2	i	i	i	i	i	i
CN(C(=O)Oc1cccc2cccnc12)c1ccccc1	i	i	i	21	/	i	i	i	i	i	i
O=C(O)CCn1cc(C=C2C(=O)NC(=S)NC2=O)c(-c2cccc(Cl)c2)n1	i	i	i	30	-0.8	i	i	i	i	i	i
CC1CCC(C)(NS(=O)(=O)OCC(Cl)(Cl)Cl)CC1 (centres undefined)	i	i	i	3	-0.2	i	i	i	i	i	i
Cc1cc(=O)[nH]c(SCc2nc3ccccc3c(=O)n2-c2ccccc2C)n1	i	i	i	-1	0.4	i	i	i	i	i	i
CN1CCN(c2nc3ccccn3c(=O)c2C=C2C(=O)N(C)C(=O)N(C)C2=O)CC1	i	i	i	19	0.7	i	i	i	i	i	i
CC1(C)C2([N+](=O)[O-])CN3CC1([N+](=O)[O-])CN(C2)C3c1ccccn1 (centres undefined)	i	i	i	13	0.1	i	i	i	i	i	i
O=C1Nc2ccc(Br)cc2C(c2ccccc2Cl)=NC1O (centres undefined)	i	i	i	19	0.1	i	i	i	i	i	i
CC(=O)c1c(O)n(-c2cccc(Cl)c2)c(=O)[nH]c1=O (tested in a mixture with another compound)	i	i	i	5	0.1	i	i	i	i	i	i
CCOc1ccccc1N1C(=O)NC(=O)/C(=C/c2ccc3c4c(cccc24)CC3)C1=O	i	i	i	6	1.5	i	i	i	i	i	i
CC(Cc1ccccc1)NC(=O)C(c1ccc(N)cc1)c1ccc(N)cc1 (centres undefined)	i	i	i	9	-0.8	i	i	i	i	i	i
ClCCNc1nc2ccc(Cl)cc2[nH]1	i	i	i	34	1.3	i	i	i	i	i	i
Cc1ccc(C2=NCC(=O)Nc3ccc(Br)cc32)cc1	i	i	i	19	0.0	i	i	i	i	i	i
COc1ccc(CC(C)NC2CCCCCC2)cc1 (centres undefined)	i	i	i	1	-1.8	i	i	i	i	i	i
Fc1ccc(C[n+]2c(-c3ccccc3)cc(-c3ccccc3)cc2-c2ccccc2)cc1	i	i	i	9	0.6	i	-6.9*	i	i	i	i
CCCCn1c(O)c(C(C)=NCCN2CCCCC2)c(=O)[nH]c1=O	i	i	i	31	-0.2	i	i	i	i	i	/
O=C(COc1ccc(Cl)cc1Cl)N1CCN(C/C=C/c2ccccc2)CC1	i	i	i	1	0.0	i	i	i	i	13*	i
Cc1cccnc1-n1c(CN2C(=O)c3ccccc3C2=O)nc2ccccc2c1=O	i	i	i	21	0.7	i	i	i	i	i	i
O=c1[nH]c(=S)n(-c2ccccc2F)c(O)c1C=NCc1ccco1	i	i	i	2	-0.6	i	i	i	i	i	i
CN1CCN(C(=O)Cc2ccccc2)CC1	i	i	i	12	-0.5	i	i	i	i	i	i
CN1C(=O)N(C)C(=O)C2(Cc3cc([N+](=O)[O-])ccc3N3CCN(C(=O)c4ccccc4)CC32)C1=O (centres undefined)	i	i	i	/	0.7	i	i	i	i	i	i
Cc1cccc(NC(=O)C(C)N2CC=C(c3ccccc3)CC2)c1 (centres undefined)	i	i	i	4	1.2	i	i	i	i	i	i
CN(c1ccccc1)c1ccc([N+](=O)[O-])c2nonc12	i	i	i	7	0.6	i	i	i	i	i	i
Cc1cc(/C=C2\C(=O)NC(=O)N(Cc3ccco3)C2=O)c(C)n1-c1ccc(O)cc1	i	i	i	18	0.0	i	i	i	i	i	i
C[N+](C)(C)CCc1ccc(O)cc1	i	i	i	-20	0.1	i	i	i	i	i	i
O=C1CN=C(c2ccccc2)c2c(sc3c2CCCC3)N1	i	i	i	10	1.3	i	i	i	i	i	i
CC12CN3CC(c4ccccc4)(CN(C1)C31CCCCC1)C2=O	i	i	i	21	-0.1	i	i	i	i	i	i
CC12CN3CC(C)(CN(C1)C31CCSCC1)C2=O	i	i	i	17	-0.2	i	i	i	i	i	i
Cc1cc(N(CCCl)CCCl)ccc1/C=N/N=C(\N)c1cnccn1	i	i	i	13	1.2	i	i	i	i	i	i
Cc1ccc(S(=O)(=O)CC(=O)c2cc(C)c(OC(=O)N(C)C)c(C)c2)cc1	i	i	i	5	-0.1	i	i	i	i	i	i
O=C(CN1CCOCC1)c1cccc2ccccc12	i	i	i	28	-0.5	i	i	i	i	i	i
CN1C[C@H](CO)C=C2c3cccc4[nH]cc(c34)C[C@H]21	i	i	i	-9	-0.7	36*	i	i	i	i	i
CC(=O)c1cn(Cc2ccc(C#N)cc2)c2ccccc12	i	i	i	-3	-0.4	i	i	i	i	i	i
CC(C)(C)C(=O)Cn1c(NCCCl)nc2ccccc21	i	i	i	5	0.3	i	i	i	i	i	i
CCCCP(=O)(O)c1ccccc1	i	i	i	17	-0.6	i	i	i	i	i	i
CC1(C)CN=C(NCc2ccccc2Cl)S1	i	i	i	19	2.0	i	i	i	i	i	i
COc1cccc(N2C(=O)NC(=O)/C(=C/c3ccc4c(c3)Cc3ccccc3-4)C2=O)c1	i	i	i	28	0.0	i	i	i	i	i	i
CN1C(=O)NC(=O)C2(Cc3ccccc3N3CCOCC32)C1=O (centres undefined)	i	i	i	18	0.1	i	i	i	i	i	i
CCCCn1c(O)c(C(CC)=Nc2ccc(OCC)cc2)c(=O)[nH]c1=O	i	i	i	23	-0.3	i	i	i	i	i	i
Cc1cccc2c1N(N=O)CCC2	i	i	i	16	-0.6	i	i	i	i	i	i
COc1ccc(C(c2c(O)c3ccccc3oc2=O)c2c(C)n(C)n(-c3ccccc3)c2=O)cc1 (centres undefined)	i	i	i	23	-0.1	i	i	i	i	i	i
COc1ccc2[nH]cc(C(=O)CN(C)C)c2c1	i	i	i	-1	0.2	i	i	i	i	i	i
C/C(=N\NC(=O)c1ccncc1)c1c(O)n(-c2ccccc2)c(=O)[nH]c1=O	i	i	i	8	-0.1	i	i	i	i	i	i
Cc1ccc(/C=C2/C(=O)NC(=O)N(Cc3ccc(F)cc3)C2=O)o1	i	i	i	-7	-0.1	i	i	i	i	i	i
O=C(N/N=C/c1c(O)n(CCc2ccc(F)cc2)c(=O)[nH]c1=O)c1ccccc1	i	i	i	8	0.9	i	i	i	i	i	i
CCn1cc(C(=O)N2CCCCC2)c2ccccc21	i	i	i	11	-0.6	i	i	i	i	i	i
Cc1cc(OCC(=O)NCC2CCC(C(=O)O)CC2)c2c3c(c(=O)oc2c1)CCC3 (centres undefined)	i	i	i	25	-0.3	i	i	i	i	i	i
O=C(c1cc2nc(-c3ccccc3)cc(-c3ccccc3)n2n1)N1CCC2(CC1)OCCO2	i	i	i	39	0.1	i	i	i	i	i	i
CCOC(=O)c1c(/N=C/C2C(=O)NC(=S)NC2=O)sc2c1CCC2	-7.5*	i	i	14	-0.1	i	i	i	i	i	i
O=C(Cc1ccccc1)OCC(=O)c1ccccc1	i	i	i	-80*	0.3	i	i	i	i	i	i

Among those listed so far, 2 have a COOH group:
SMILES	MrgX1 antagonist	TRPC4 inh	TRPC6 activator	AI-2 QS mod	HIF activator	MrgX1 ag	TRPC6 inhibitor	MrgX1 allo act	TRPC4 act	TRPC4 potent	PolyA inh
O=C(O)CCn1cc(C=C2C(=O)NC(=S)NC2=O)c(-c2cccc(Cl)c2)n1	i	i	i	30	-0.8	i	i	i	i	i	i
Cc1cc(OCC(=O)NCC2CCC(C(=O)O)CC2)c2c3c(c(=O)oc2c1)CCC3 (centres undefined)	i	i	i	25	-0.3	i	i	i	i	i	i

Further compounds follow:
SMILES	MrgX1 antagonist	TRPC4 inh	TRPC6 activator	AI-2 QS mod	HIF activator	MrgX1 ag	TRPC6 inhibitor	MrgX1 allo act	TRPC4 act	TRPC4 potent	PolyA inh
CCC[N+]12CCC(CC1)C(=C(c1ccccc1)c1ccccc1)C2	i	i	i	-2	-0.4	i	-5.8*	i	i	i	i
Cc1ccc(/C=C2\C(=O)NC(=O)N(CCc3ccc(F)cc3)C2=O)o1	i	i	i	16	-0.4	i	i	i	i	i	i
O=C(N/N=C/c1c(O)n(Cc2ccccc2)c(=O)[nH]c1=O)c1ccncc1	i	i	i	13	-0.6	i	i	i	i	i	i
O=C1NC(=O)C2(C(=O)N1)C(c1ccc(F)cc1)NC(=S)NC2c1ccc(F)cc1 (centres undefined)	i	i	i	10	-0.7	i	i	i	i	i	i
COc1cccc(C(=O)C2CCCN(Cc3ccc4nsnc4c3)C2)c1 (centres undefined)	i	i	i	1	243*	i	i	i	i	i	i
